Screening results from PubChem BioAssay.
ERK AVP block – blocks ERK signaling stimulated by vasopressin | hit rate 0.99% among 72,000 | HEK293-V1b, vasopressin-stimulated pERK AlphaScreen | Potency, µM (highest dose often 57.5 µM), inactives show at the highest dose activity, negative = inhibition, most hits filed as inhibitors; note: potency is the fitted concentration of half-maximal effect; % is set by controls: 0 for no effect and ±100 for the full control effect; nearly all actives have a fitted effect of over 55% in size
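HEK293 cells stably expressing V1b receptor, preincubated 30 min at 37 °C with compound, then stimulated 5 min with 25 nM vasopressin. Phospho-ERK by AlphaScreen SureFire after 5 h RT; normalized to DMSO and vasopressin; AC50 by Hill fit.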
Caspase-7 inhib – caspase-7 (human) inhibition, allosteric or competitive; recombinant caspase-7, Ac-DEVD-AFC fluorescence rate; Potency, µM (titrated, usually from 57.5 µM), for the others: at the top dose activity change, negative = inhibition, hits mostly inhibitors; hit rate 0.02% among 75,000; active = well fitted inhibition curve with a large enough effect in the main read-out, with a control signal flat, not every such curve was filed as active; inconclusive = small, poorly fitted or top-dose-only effect, or a change in a side signal; note: potency is the fitted concentration of half-maximal effect; % of control where 0% means no effect
FLuc inh – inhibitors of firefly luciferase; P08659; purified firefly luciferase, luminescence, 8 min; Potency, µM (titrated, usually from 57.1 µM), without a hit: top-dose activity change, negative = inhibition, hits mostly inhibitors; hit rate 2.2% among 72,000; AID 411; note: potency is the fitted concentration of half-maximal effect; % is set by controls: 0 for no effect and ±100 for the full control effect; nearly all actives have a fitted effect of over 40% in size
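Inhibition of light generation by firefly luciferase from ATP and luciferin was profiled with concentration-response curves per sample, ATP held at 10 uM within the enzyme's linear range. Plates were read by luminescence after an 8-minute ambient incubation.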
USP2a inhib – inhibitors of human ubiquitin-specific protease USP2a; O75604; USP2a enzymatic assay, qHTS inhibition; Potency, µM (highest dose often 38.3 µM), inactives show at the top dose activity change, negative = inhibition, usual class: inhibitors; hit rate 0.1% among 60,000;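 note: potency is the fitted concentration of half-maximal effect; nearly all actives have a fitted effect of over 60% in size; plate controls were DMSO for no effect and NEM full inhibition control for full effect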
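USP2 core (20 nM final) was preincubated with compound for 30 min at RT in 20 mM Tris-HCl pH 8.0, 2 mM CaCl2, 2 mM beta-mercaptoethanol; Ub-PLA2 (20 nM) plus NBD C6-HPC (20 uM) then added, fluorescence read after 2.5 h.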
Fluorescein fluor – compound fluoresces in the fluorescein spectral region; AID 593; max fluorescein-equivalent concentration, M; Compound autofluorescence, 480/540 nm, fluorescein-equivalent; active compounds read high; hit rate 0.91% among 59,000; in the data active = max fluorescein-equivalent concentration above about 10 nM; inconclusive = between about 1.1 nM and that limit
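Each compound is tested across a concentration series in 100 mM Tris buffer at pH 8.0. After 15 min at room temperature, plates are imaged with 480 nm excitation and 540 nm emission filters, and intensities are converted to fluorescein-equivalent values.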
TexasRed autofl – compounds fluorescent in Texas Red spectral region | hit rate 0.06% among 59,000 | max dye-equivalent concentration, M | AID 587 | Compound fluorescence, Texas Red channel, 547/618 nm; active compounds read high; in the data active = max dye-equivalent concentration above about 10 nM; inconclusive = between about 1.1 nM and that limit
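Spectral interference profiling: each compound concentration's relative fluorescence, read with a 547 nm excitation and 618 nm emission filter pair, was normalized to a per-plate Texas Red standard curve.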
HEK293 cAMP ctrl – raises cAMP in parental HEK293 cells, TSHR agonist counter-screen | parental HEK293 CNG cAMP sensor, membrane potential fluorescence | Potency, µM (doses to about 57.1 µM), for the others: at the highest dose activation, actives largely listed as activators | hit rate 2.5% among 73,000 | AID 938; note: potency is the fitted concentration of half-maximal effect; % of control where 0% means no effect; nearly all actives have a fitted effect of over 55% in size
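Parental HEK 293 cells stably expressing a modified CNG channel (no TSHR) report cAMP rise as membrane depolarization. Membrane potential dye with 100 uM RO 20-1724 was loaded for 60 min at room temperature, then compound added for 30 min; fluorescence read at 590 nm.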
Caspase-1 inhib – caspase-1 (human) inhibition, allosteric or competitive. Caspase-1 enzyme, Ac-WEHD-AFC fluorogenic rate. Potency, µM (series often up to 57.5 µM), for the others: at the top dose activity change, negative = inhibition, usual class: inhibitors. hit rate 0.03% among 75,000. AID 900;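 note: potency is the fitted concentration of half-maximal effect; plate controls were vehicle for no effect and no substrate for full effect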
Target sequence (P29466 120-297 limits assumed): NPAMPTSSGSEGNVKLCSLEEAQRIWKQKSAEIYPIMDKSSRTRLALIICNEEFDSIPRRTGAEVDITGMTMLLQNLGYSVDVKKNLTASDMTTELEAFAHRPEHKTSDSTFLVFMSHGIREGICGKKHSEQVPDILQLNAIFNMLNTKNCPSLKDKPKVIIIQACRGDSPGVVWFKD
Target sequence (P29466 317-404 limits assumed): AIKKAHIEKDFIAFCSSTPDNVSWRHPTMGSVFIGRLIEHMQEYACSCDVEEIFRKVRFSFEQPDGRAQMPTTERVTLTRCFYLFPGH
Rhodamine fluor – compound fluoresces in the rhodamine spectral region; max dye-equivalent concentration, M; Rhodamine-region fluorescence, 547/598 nm, Tris buffer; active compounds read high; hit rate 0.05% among 59,000; in the data active = max dye-equivalent concentration above about 11 nM; inconclusive = between about 1.1 nM and that limit
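Read-out is relative fluorescence at 547 nm excitation and 598 nm emission, expressed as dye-equivalent concentration using rhodamine standards on every plate. Each compound was profiled across a concentration series after 15 min in 100 mM Tris, pH 8.0.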
Tau filament bind – binders of human tau filaments. P10636. recombinant tau filaments, thioflavin S fluorescence, 15 h; filaments grown with octadecylsulfate alongside compound. Potency, µM (doses to about 57.1 µM), for the others: at the highest dose activity change, negative = inhibition. hit rate 2% among 71,000;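 note: potency is the fitted concentration of half-maximal effect; % is set by controls: 0 for no effect and ±100 for the full control effect; actives lower thioflavin S fluorescence by blocking filaments or displacing dye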
Target sequence (P10636 whole entry, looked up): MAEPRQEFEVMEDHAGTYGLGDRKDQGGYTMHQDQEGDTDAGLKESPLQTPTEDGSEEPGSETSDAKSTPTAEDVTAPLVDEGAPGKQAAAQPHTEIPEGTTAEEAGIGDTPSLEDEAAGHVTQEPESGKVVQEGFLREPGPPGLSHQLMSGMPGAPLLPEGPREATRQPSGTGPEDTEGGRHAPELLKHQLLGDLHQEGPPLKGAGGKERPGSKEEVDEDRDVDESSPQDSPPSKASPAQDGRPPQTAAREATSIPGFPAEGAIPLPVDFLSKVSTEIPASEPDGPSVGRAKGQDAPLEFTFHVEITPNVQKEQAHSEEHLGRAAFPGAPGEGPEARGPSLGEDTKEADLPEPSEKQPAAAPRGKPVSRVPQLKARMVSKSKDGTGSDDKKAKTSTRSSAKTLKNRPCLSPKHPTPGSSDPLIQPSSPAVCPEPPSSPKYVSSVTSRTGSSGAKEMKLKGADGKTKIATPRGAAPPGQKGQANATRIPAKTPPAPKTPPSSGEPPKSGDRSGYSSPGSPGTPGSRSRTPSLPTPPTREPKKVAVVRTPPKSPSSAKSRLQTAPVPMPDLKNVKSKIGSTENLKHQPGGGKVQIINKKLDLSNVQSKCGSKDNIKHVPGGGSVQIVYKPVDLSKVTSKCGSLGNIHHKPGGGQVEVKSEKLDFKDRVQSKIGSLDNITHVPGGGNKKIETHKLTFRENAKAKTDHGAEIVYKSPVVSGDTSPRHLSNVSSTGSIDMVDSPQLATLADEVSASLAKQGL
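His-tagged recombinant human tau (exons 2, 3 and 10 included), 1 uM, was induced to fibrillize by 30 uM sodium octadecylsulfate with compound present. After 15 h at 37 C, thioflavine S fluorescence (ex 450, em 510 nm) was read.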
HADH2 inhib – inhibitors of human HADH2 dehydrogenase; Potency, µM (series often up to 57.1 µM), for inactives: at the highest dose activity change, negative = inhibition, actives largely listed as inhibitors; hit rate 3.4% among 73,000; Q99714; AID 886; recombinant HADH2, NADH fluorescence, beta-hydroxybutyryl-CoA; note: potency is the fitted concentration of half-maximal effect; % is set by controls: 0 for no effect and ±100 for the full control effect; nearly all actives have a fitted effect of over 60% in size; many of its hits are not listed in these tables
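Activity measured as NADH fluorescence gain (360/450 nm), taken as the change between first and last reads of a 4-min kinetic run. Conditions: pH 9.0 Tris buffer, 20 nM E. coli-expressed His-tagged enzyme, 1 mM NAD+, 90 uM beta-hydroxybutyryl-CoA; 15-min compound preincubation.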
The depositor's hits bear a star; i = inactive; ? = inconclusive; . = not tested or not shown; & = joins results of further samples; ! = a repeat was not active; [ ] = remark or other dose. Unless noted, calls come from the whole dose curve; as a rule, active = well fitted curve in the direction sought with a large enough effect; inconclusive = small, poorly fitted or top-dose-only effect, or another doubt; inactive = no such curve, though single readings can be large; an effect the other way counts as inactive or inconclusive. These rows are one share of the data; count on the stated rates, not on these rows.

Below each SMILES – ERK AVP block	Caspase-7 inhib	FLuc inh	USP2a inhib	Fluorescein fluor	TexasRed autofl	HEK293 cAMP ctrl	Caspase-1 inhib	Rhodamine fluor	Tau filament bind	HADH2 inhib
1. CC1(C)C(c2cccs2)=NC(c2ccccc2)N1O (configuration not stated)
 : ?	-1%	-1%	3%	?	i	0%	-3%	i	-23%	11%
2. N#CC1=C2SCN(Cc3ccccc3)CN2C(=O)CC1c1cccs1 (configuration not stated)
 : -28%	?	-1%	.	.	.	0%	?	.	0%	2µM*
3. COc1ccc(C(=O)C2CCN(C(=O)c3ccco3)CC2)cc1
 : 7%	1%	1%	-1%	?	i	6%	-3%	i	4%	8%
4. COc1ccccc1S(=O)(=O)Cc1ccc(C(=O)NCc2cccnc2)o1
 : -13%	0%	3%	.	.	.	-4%	-5%	.	18%	3%
5. CC(=O)c1cccc(NC(=O)C2CCN(S(=O)(=O)c3c(C)n[nH]c3C)CC2)c1
 : ?	-3%	-1%	18%	?	i	-7%	-2%	i	25µM*	?
6. Cc1cc(NC(=O)CSc2nnc(C3CC3)n2C)no1
 : 13%	7%	2%	-6%	?	?	3%	1%	i	9%	-2%
7. CS(=O)(=O)N1CCC(C(=O)NCC2CCCO2)CC1 (configuration not stated)
 : -6%	-1%	3%	0%	i	i	5%	0%	i	-5%	9%
8. CC1=C(C(=O)OC(C)C)C(/C=C/c2ccccc2)NC(=O)N1 (configuration not stated)
 : -4%	1%	0%	.	?	i	16%	-1%	i	-8%	1%
9. O=C(NCCCN1CCOCC1)c1coc2ccccc2c1=O
 : 5%	0%	1%	-7%	?	?	16%	1%	i	5%	3%
10. O=c1c2cc(Cl)ccc2nc2ccc(N3CCCC3)nn12
 : 18%	-7%	-8%	-6%	?	i	15%	-14%	i	-7%	-29%
11. Cc1ccc(C2C(C(=O)c3cc4ccccc4o3)=C(O)C(=O)N2CCN2CCOCC2)o1 (configuration not stated)
 : -26%	-6%	-3%	12%	?	i	?	-8%	i	18%	1%
12. CCOc1ccc(C(=O)Nc2cccc(C)n2)cc1
 : 22%	0%	13µM*	1%	i	i	21%	1%	i	-6%	-7%
13. CC1Cn2c(nnc2C23CC4CC(CC(C4)C2)C3)S1 (configuration not stated)
 : -19%	-1%	4%	4%	i	i	12%	-1%	i	-10%	4%
14. COC(=O)c1ccccc1CCC(C)=O
 : 14%	0%	-1%	3%	i	i	3%	1%	i	-6%	-13%
15. [O-][n+]1c(CN2CCCCC2)nc2cccc3c2c1-c1ccccc1-3
 : 20%[11.5 µM]	-7%[11.5 µM]	3%[11.4 µM]	.	1.7e-08M*	i	-4%[11.4 µM]	-7%[11.5 µM]	i	0%[11.4 µM]	15%[11.4 µM]
16. Cc1nc(SCC(=O)Nn2c(-c3ccccc3)nc3ccccc3c2=O)n[nH]1
 : -6%	-2%	-1%	-11%	i	i	-3%	1%	i	8%	-5%
17. COc1ccccc1NC(=O)CSC1=NC(=O)C(NC(C)=O)C(=O)N1 (configuration not stated)
 : -5%	0%	4%	?	?	i	6%	-3%	i	-3%	-13%
18. CCC(C(=O)NC1CCCC1)N(C(=O)Cn1nnc(-c2ccc(OC)c(OC)c2)n1)C1CCCCC1 (configuration not stated)
 : -28%	0%	3%	28%	?	i	17%	-2%	i	-2%	3%
19. O=C(NC1(C(F)(F)F)NC(=O)N(Cc2ccco2)C1=O)c1cccs1 (configuration not stated)
 : -8%	-1%	0%	-8%	i	i	-2%	-2%	i	11%	?
20. O=C(Cn1c(NCCCO)nc2ccccc21)c1cccs1
 : -6%	0%	3%	.	.	.	8%	-3%	.	18%	8%
21. NC(=O)NOC[C@@H]1NC(=O)NC1=O
 : 1%[11.5 µM]	0%[11.5 µM]	0%[11.4 µM]	.	i	i	5%[11.4 µM]	0%[11.5 µM]	i	-1%[11.4 µM]	8%[11.4 µM]
22. COC(=O)c1ccccc1NC(=O)CS(=O)(=O)Cc1nc(-c2ccc(C)cc2)oc1C
 : -25%	-7%	0%	.	.	.	.	-4%	.	88%	10%
23. CC(C)(C)SCCNC(=O)c1ccc(NS(C)(=O)=O)cc1
 : -16%	0%	-6%	3%	i	i	1%	-2%	i	-6%	-2%
24. COc1ccc(CNC(=O)c2cc(-n3cnnc3)ccc2Cl)cc1
 : -7%	0%	3%	-4%	i	?	6%	0%	i	-13%	4%
25. COc1ccccc1N1CCN(C(=O)c2cc(-c3ccc(C)cc3)on2)CC1
 : -24%	-3%	-6%	-12%	?	?	20%	0%	i	40%	0%
26. CSc1nnc(-c2nnc(SC)n2-c2ccccc2)n1-c1ccccc1
 : -8%	0%	0%	7%	i	i	15%	-2%	i	-2%	14%
27. NCCCCN=C(N)N
 : 4%&3%&3%	0%&0%&-2%	1%&0%	-9%&-3%	?	i	15%&4%	1%&-3%&1%	i	40µM*!	-6%&-9%
28. Cc1cc(NC(=O)CSc2nnc(C)c(=O)[nH]2)no1
 : 3%	-1%	2%	.	.	.	6%	1%	.	-2%	-6%
29. O=C(CC1CCCC1)OCn1nnc2ccccc2c1=O
 : 40%[activator]	-1%	2%	0%	?	i	13%	-3%	i	-8%	-16%
30. COc1cccc(CNC(=O)C2CCN(S(=O)(=O)c3c(C)nn(C)c3C)CC2)c1
 : -13%	-1%	1%	.	.	.	-6%	-1%	.	-7%	14%
31. Cn1c(=O)cnc2cnc(Nc3ccccc3)nc21
 : ?	-4%	0%[11.4 µM]	70%[activator]	i	i	?	-1%	i	?	4%
32. O=c1[nH]c(N2CCOCC2)nc2ncn(Cc3ccccc3)c12
 : -1%	-1%	0%	-7%	i	?	2%	4%	i	-4%	-4%
33. C=CCNc1nc(NCCN2CCOCC2)nc(OC)n1
 : -9%	3%	3%	-5%	i	i	?	0%	i	0%	15%
34. COc1ccc2nc3oc(C(=O)N4CCN(c5cccc(C(F)(F)F)c5)CC4)cc3cc2c1
 : 6%	0%	2%	19%	i	i	?	-1%	i	16%	-15%
35. O=C(c1ccc(F)cc1)C1CCN(CCCCc2ccccc2)CC1
 : -12%	1%	-1%	.	.	.	-10%	3%	.	33%	10%
36. O=C(c1nc2nc(-c3ccccc3)cc(C(F)(F)F)n2n1)N1CCOCC1
 : -1%	1%	2%	0%	i	i	6%	-2%	i	-6%	?
37. Cc1ccc(CNC(=O)CSc2nc3ccccc3c(=O)n2CCCO)cc1
 : -13%	0%	0%	10%	?	i	19%	0%	i	15%	4%
38. COc1ccc(CCNC(=O)Cc2cc(=O)[nH]c(=O)[nH]2)cc1OC
 : .	4%	2%	.	.	.	6%	5%	.	11%	-2%
39. CCNC(=O)NC(=O)C(C)OC(=O)c1cccnc1SC (configuration not stated)
 : -6%	-1%	0%	2%	i	i	4%	3%	i	-4%	-1%
40. COc1cccc(C(=O)Nc2cccc(NC(C)=O)c2)c1
 : 3%	-1%	-8%	-9%	.	.	5%	-6%	.	-7%	-3%
41. O=C(NCC1CCCO1)[C@@H]1CSC2c3ccccc3C(=O)N21 (some centres not stated)
 : -10%	-2%	0%	6%	?	i	-13%	2%	i	0%	-15%
42. O=C(Nc1ccc(S(=O)(=O)N2CCN(Cc3ccccc3)CC2)cc1)c1cnccn1
 : 29%	6%	3%	-2%	i	i	19%	0%	i	-8%	5%
43. O=C(NCCCN1CCCC1)c1ccc(CS(=O)(=O)c2ccc(Br)cc2)o1
 : -12%	-2%	3%	.	.	.	8%	-5%	.	12%	4%
44. O=C(O)CCN1CCOCC1
 : 3%	1%	2%	0%	i	?	1%	0%	i	-22%	3%
45. CS(=O)(=O)c1ccc(Cl)c(S(=O)(=O)NCc2ccccc2)c1
 : 10%	0%	0%	-10%	i	i	5%	1%	i	-14%	1%
46. CCC(=O)N1CCc2cc(S(=O)(=O)CCC(=O)Nc3nc(C)cs3)ccc21
 : 4%	1%	4%	2%	i	i	3%	3%	i	-7%	-9%
47. Cn1c(Sc2ccc(-c3cccnc3)n2C)ccc1-c1cccnc1
 : 12%[11.5 µM]	2%[11.5 µM]	4%[11.4 µM]	.	i	i	-12%[11.4 µM]	2%[11.5 µM]	i	4%[11.4 µM]	?
48. CN1CCN(c2ncncc2-c2ccccc2Cl)CC1
 : 1%	-1%	1%[2.29 µM]	9%	i	i	5%	-4%	i	3%	?
49. COc1ccc2nc(NC(=O)C3CCN(S(=O)(=O)c4cccc5nsnc45)CC3)sc2c1
 : 6%	-2%	-2%	26%	i	i	-12%	-1%	i	13µM*	-2%

Copied from the list.
Tau filament bind, O=C(c1ccc(F)cc1)C1CCN(CCCCc2ccccc2)CC1 = 33%
Tau filament bind, CN1CCN(c2ncncc2-c2ccccc2Cl)CC1 = 3%
